TEAD-YAP inh – TEAD-YAP interaction inhibition, primary screen, TEAD-YAP interaction inhibitor project, luminescence, HEK-TIYL cells | 1.4% of 640,000 active | inhibition, % at 9.12 µM | TEAD-Gal4/YAP UAS-luciferase luminescence; in the data active = inhibition above about 32%;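 note: 0% = median of test compound wells and 100% = reference inhibitor wells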
FBW7 act – FBW7 E3 ligase activators, primary screen, biochemical, AlphaScreen, human. F-box/WD repeat-containing protein 7 (Homo sapiens), Q969H0. AlphaScreen FBW7–phospho-cyclin E peptide binding, activator screen. normalized activity (activation), % at 26.1 µM. 0.13% of 650,000 active; in the data active = normalized activity above about 1.9%;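 note: purified mutant Fbw7 with reduced substrate affinity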
MITF inh – MITF inhibitors, primary screen, biochemical, AlphaScreen, human; inhibition, % at 2.6 µM; AlphaScreen MITF homodimerization, bead proximity signal; 0.91% of 650,000 active; Microphthalmia-associated transcription factor (Homo sapiens), O75030; in the data active = inhibition above about 50%;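 note: 0% = vehicle wells with protein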
Target sequence (O75030 whole entry, looked up): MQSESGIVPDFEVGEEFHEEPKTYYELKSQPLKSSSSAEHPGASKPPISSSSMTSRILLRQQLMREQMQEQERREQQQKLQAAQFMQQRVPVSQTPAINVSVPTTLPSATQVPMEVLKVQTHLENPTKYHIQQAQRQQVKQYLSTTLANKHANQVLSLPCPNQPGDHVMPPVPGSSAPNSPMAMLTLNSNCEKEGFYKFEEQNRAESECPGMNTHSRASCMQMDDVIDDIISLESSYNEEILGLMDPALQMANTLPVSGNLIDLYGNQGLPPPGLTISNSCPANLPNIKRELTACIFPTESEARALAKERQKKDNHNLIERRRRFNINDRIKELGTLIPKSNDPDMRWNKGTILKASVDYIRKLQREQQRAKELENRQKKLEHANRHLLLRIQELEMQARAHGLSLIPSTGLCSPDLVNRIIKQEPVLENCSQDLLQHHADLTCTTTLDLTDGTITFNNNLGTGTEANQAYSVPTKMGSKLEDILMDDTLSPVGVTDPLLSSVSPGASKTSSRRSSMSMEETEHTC
GPR151 activ – activators of human GPR151, primary screen, cell-based, PathHunter beta-arrestin, luminescence | PathHunter beta-arrestin GPR151 cells | activation, % at 11.2 µM | 1% of 650,000 active | AID 1508602, 2020; in the data active = activation above about 4.9%;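 note: 0% = median of compound wells and 100% = cells with positive control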
Target sequence (Q8TDV0 whole entry, looked up): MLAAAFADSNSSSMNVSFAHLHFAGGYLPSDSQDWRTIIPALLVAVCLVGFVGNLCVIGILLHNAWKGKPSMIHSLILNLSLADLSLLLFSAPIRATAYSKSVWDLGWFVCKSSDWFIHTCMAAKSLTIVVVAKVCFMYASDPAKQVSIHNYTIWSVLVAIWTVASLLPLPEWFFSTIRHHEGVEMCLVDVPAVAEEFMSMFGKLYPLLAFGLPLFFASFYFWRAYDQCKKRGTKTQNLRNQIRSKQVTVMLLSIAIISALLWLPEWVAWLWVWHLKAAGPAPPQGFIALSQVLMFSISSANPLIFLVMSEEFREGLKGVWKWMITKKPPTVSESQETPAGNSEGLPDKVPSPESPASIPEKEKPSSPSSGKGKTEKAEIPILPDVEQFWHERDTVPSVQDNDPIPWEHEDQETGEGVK
Numbers without * were called inactive; . = not tested or not shown.

SMILES	TEAD-YAP inh	FBW7 act	MITF inh	GPR151 activ
COc1ccc(-c2nc3ccccc3c(=O)n2OC(=O)c2ccccc2Cl)cc1OC	-13	-0.1	3	-1.0
COc1cc(NC(=O)c2cccc(Br)c2)ccc1NC(=O)C(C)C	-2	0.6	12	-2.0
O=C(c1nc2sccn2c1CN1CCN(c2ccccc2)C(=O)C1)N1CCCC1	10	0.2	-19	-0.9
CC(=O)Nc1nc(C)c(C(=O)O)s1	-6	-0.2	3	-0.8
Cc1ccc(N(CC(=O)N2CCC(C)CC2)S(=O)(=O)c2ccc(C)cc2)cc1	4	0.3	12	-1.0
O=S(=O)(NCCC1=CCCCC1)c1ccc2ccccc2c1	2	0.2	-6	-0.9
CC1(C)CC(=O)c2cnc(NC(=O)c3ccc([N+](=O)[O-])cc3)nc2C1	9	-0.1	-14	-0.4
Cc1cccc(C(C)C)c1NC(=O)CCCOc1ccccc1	-1	0.0	6	1.4
CC1(C)CNC(=O)c2sc(N3CCOCC3)nc2C1	-6	0.0	-1	1.2
O=C(O)c1ccccc1Nc1ccnc(Cl)n1	-16	0.1	-4	-0.5
O=C(Nc1cccc(O)c1)c1cc([N+](=O)[O-])ccc1Cl	15	-0.2	-6	6.4*
COc1ccc(OC)c(NC(=O)c2cc(C(=O)Nc3cc(OC)ccc3OC)cc([N+](=O)[O-])c2)c1	4	-0.1	6	0.9
CCOC(=O)N1CCN(Cn2c(=S)sc3ccccc32)CC1	-5	0.0	20	-0.8
COC(=O)C1=C(C(=O)OC)SC(=C2C(=S)C(C)(C)N(C(=O)C(C)C)c3ccccc32)S1	1	-0.6	17	0.3
O=C(Cn1ncc2c1-c1ccccc1OC2)N1CCC(N2CCCCC2)CC1	-5	-0.2	-6	2.9
CCCCOC(=O)C1C2C=CC3(CN(Cc4ccc(C)cc4)C(=O)C13)O2 (stereo not drawn)	-3	0.1	-6	1.2
Cc1cc(C(=O)O)nc2ccccc12	4	0.0	17	0.0
Cc1ccccc1CN1C[C@@H]2C[C@@H](c3ccco3)N3CCC[C@@]23C1=O	2	0.5	2	0.2
O=C1C2C3CCC(C3)C2C(=O)N1c1cccc(C(F)(F)F)c1 (stereo not drawn)	0	0.3	9	-0.4
CC(NC(=O)CSc1n[nH]c(=O)[nH]c1=O)C1CC2CCC1C2 (stereo not drawn)	0	0.0	-12	0.2

Compound profiles (already shown). Values in the order: TEAD-YAP inh | FBW7 act | MITF inh | GPR151 activ
Shown for CCCCOC(=O)C1C2C=CC3(CN(Cc4ccc(C)cc4)C(=O)C13)O2 (stereo not drawn) = -3 | 0.1 | -6 | 1.2
Shown for CC(=O)Nc1nc(C)c(C(=O)O)s1 = -6 | -0.2 | 3 | -0.8
Shown for CCOC(=O)N1CCN(Cn2c(=S)sc3ccccc32)CC1 = -5 | 0.0 | 20 | -0.8
Shown for O=C(Nc1cccc(O)c1)c1cc([N+](=O)[O-])ccc1Cl = 15 | -0.2 | -6 | 6.4*

(cont.)
SMILES	TEAD-YAP inh	FBW7 act	MITF inh	GPR151 activ
CC1CCCCN1C(=O)c1cc2nc(-c3ccc(Br)cc3)cc(C(F)(F)F)n2n1 (stereo not drawn)	-5	-0.1	3	-0.2
Cc1noc(C)c1C(=O)N1CCC(CCC(=O)N(C)Cc2ccccc2)CC1	13	0.2	4	-0.5
Cc1csc(SCC(=O)Nc2ccc(-c3ccccc3)cc2)n1	-25	0.6	3	2.1
O=C(CSCc1ccccc1Cl)NNC(=O)Nc1ccc2c(c1)OCO2	5	-0.1	0	0.7
C=C(C)C(=O)NNS(=O)(=O)c1ccc(C)cc1	11	0.1	0	0.2
COc1ccc(C(=O)Nc2nnn(C)n2)cc1	-8	-0.1	4	-1.4
COc1ccc(/C=C2\C(=O)N(c3cccc(Cl)c3)N=C2C)cc1Br	0	0.0	5	-0.6
COc1ccc(Cl)cc1NC(=O)Cn1ncc2c(=O)oc3ccc(C)cc3c21	-2	0.0	-7	0.5
Cc1ccccc1NC(=O)CC(C)S(=O)(=O)c1ccc2c(c1)SCC(=O)N2 (stereo not drawn)	2	0.0	9	-1.2
CCCC(=O)NCC1Cc2cc(-c3ccccc3C(C)=O)ccc2O1 (stereo not drawn)	-2	0.1	20	0.7
Cc1c(C)n(CCC(=O)N2CCC3(CC2)NC(=O)c2ccccc2O3)c2ccccc12	-14	-0.3	-3	-1.1
Cc1ccc(C(=O)Nc2c3c(nn2-c2cccc(C)c2C)CS(=O)C3)cc1 (stereo not drawn)	2	-0.1	-5	1.2
CCOc1ccc(NC(=O)CSc2cn(CCNC(=O)c3ccc(F)cc3)c3ccccc23)cc1	16	0.2	-4	0.9
CCOC(=O)CN1NC2(CCC(C(C)(C)C)CC2)NC1=S (stereo not drawn)	-2	0.0	-1	3.2
CCOc1ccc(CNCc2c(C(=O)O)c(C)n(Cc3cccc(C)c3)c2C)cc1	13	-0.2	4	1.7
O/N=C1\CC/C(=N\O)c2nn(-c3ccc(Cl)cc3Cl)nc21	-2	0.0	10	-0.9
CCN1CCN(c2ncnc3sc(C(=O)Nc4ccccc4F)c(C)c23)CC1	-4	-0.1	-8	3.2
O=C(Cn1cc(NC(=O)CSc2ccccc2)cn1)NCCc1cn2ccsc2n1	-3	0.0	-7	0.2
COc1ccc(-n2c(=S)[nH]c3cc(C(=O)Nc4cc(C)cc(C)c4)ccc3c2=O)cc1	8	-0.1	14	0.2
CCC12C(=O)C(CC)(C(c3ccccc3)=C1c1ccccc1)C1C(=O)N(c3cccc(C(F)(F)F)c3)C(=O)C12 (stereo not drawn)	8	0.7	-64	0.0
CCOC(=O)C1=C(CC)OC(N)=C(C#N)C1c1ccc(O)c(OCC)c1 (stereo not drawn)	-2	-0.1	-40	-0.7
CC1=C(C(=O)Nc2cccc(F)c2)C(c2ccc(N(C)C)cc2)C2=C(CC(C)(C)CC2=O)N1 (stereo not drawn)	-8	-0.2	-12	1.2
COc1ccc(/C=C/C(=O)N2c3ccccc3C(C)(c3ccc(C)cc3)CC2(C)C)cc1OC (stereo not drawn)	-6	0.1	1	-1.2
O=C(N1CCc2ccccc21)C1(c2ccccc2)CCOCC1	-21	-0.1	-3	0.6
COc1ccccc1CNC(=O)CN(Cc1ccc(Cl)cc1)S(C)(=O)=O	-2	0.6	2	-0.7
Nn1c(SCC(=O)Nc2cccc(C(F)(F)F)c2)nnc1-c1ccc(Br)cc1	0	-0.2	0	-0.2
CN1CC(=O)N(CCCC(=O)OCc2ccc(C#N)cc2)C1=O	-2	-0.1	-1	7.7*
COCCNc1oc2c(c1-c1ccc(OC)cc1)c(=O)oc1ccccc12	4	-0.1	1	2.6
COc1ccc(-c2ccc(SCc3ccccc3)nn2)cc1OC	-13	0.7	25	-1.5
Cc1ccc(C(=O)N2CCN=C2SCc2cccnc2)cc1	-5	0.0	6	1.1
O=C(Nc1cc(C(F)(F)F)ccc1N1CCCCC1)c1cccnc1	14	-0.2	10	1.4
c1ccc(-n2ncc3c(NCCN4CCOCC4)ncnc32)cc1	-21	0.0	-4	-0.9
Cc1ccc2c(c1)c(=O)c1ccccc1n2CC(=O)Nc1ccc(OCc2ccccc2)cc1	9	0.3	9	0.1
Cc1cccc(CN2CCC(N(C)CCc3cnn(C)c3)CCC2=O)c1 (stereo not drawn)	-17	-0.1	-12	2.4
Cc1ccc(S(=O)(=O)N2CCSC2c2ccco2)cc1 (stereo not drawn)	11	-0.1	3	0.5
Cc1ccc(S(=O)(=O)Nc2cccc([N+](=O)[O-])c2)cc1C(N)=O	9	-0.1	-6	-0.3
CC/C(C)=N/NC(=O)CNc1ccc(Cl)cc1Br	-5	0.4	-16	-1.4
CCOC(=O)C(Cc1c[nH]c2ccccc12)NC(=O)c1ccc(Br)cc1 (stereo not drawn)	-43	-0.1	4	2.1
Cc1nc2c(c(=O)[nH]1)CN(Cc1coc3ccccc3c1=O)CC2	6	-0.1	-1	1.1
O=C(/C=C/Nc1ccccc1O)c1ccc(Cl)cc1	-50	-0.1	-30	-1.4

3 entries from above, ordered by SMILES length, low to high:
SMILES	TEAD-YAP inh	FBW7 act	MITF inh	GPR151 activ
Cc1ccc(C(=O)N2CCN=C2SCc2cccnc2)cc1	-5	0.0	6	1.1
COCCNc1oc2c(c1-c1ccc(OC)cc1)c(=O)oc1ccccc12	4	-0.1	1	2.6
COc1ccccc1CNC(=O)CN(Cc1ccc(Cl)cc1)S(C)(=O)=O	-2	0.6	2	-0.7

3 records picked at random from the list so far:
SMILES	TEAD-YAP inh	FBW7 act	MITF inh	GPR151 activ
Cc1ccc(S(=O)(=O)Nc2cccc([N+](=O)[O-])c2)cc1C(N)=O	9	-0.1	-6	-0.3
Cc1ccc2c(c1)c(=O)c1ccccc1n2CC(=O)Nc1ccc(OCc2ccccc2)cc1	9	0.3	9	0.1
c1ccc(-n2ncc3c(NCCN4CCOCC4)ncnc32)cc1	-21	0.0	-4	-0.9

Further structures follow:
SMILES	TEAD-YAP inh	FBW7 act	MITF inh	GPR151 activ
C=CCOc1ccc(CNCCCN2CCOCC2)cc1OCC	2	-0.1	-5	-0.7
CCCOC(=O)c1ccc(NC(=O)CCC(=O)OC)cc1	18	0.0	8	2.3
Cc1cc(OCC(=O)N/N=C/c2ccccn2)cc(C)c1Cl	8	-0.1	7	0.1
CCOc1ccc(NC(=O)CSc2ncnc3c2cnn3-c2ccc(Cl)cc2)cc1	4	0.2	6	0.7
COC(CNC(=O)c1ccc2c(c1)ncn2-c1cccc(Cl)c1)OC	6	0.1	18	-0.5
CC1(C)Cc2cccc(OCC(=O)NNC(=O)COc3ccc(F)cc3)c2O1	0	0.5	16	0.1
COc1ccc(CNC(=O)C(=O)NCCO)cc1	-5	-0.1	6	4.6
C=CCSc1nc2sc3c(c2c(=O)n1C1CCCCC1)CCc1ccccc1-3	1	0.0	2	1.0
CCOC(=O)c1c(CSc2ccccc2)n(C)c2cc(Br)c(O)cc12	-1	0.0	0	0.3
Cc1ccc(NC(=O)c2ccc(N3CCN(c4ccccc4Cl)CC3)c([N+](=O)[O-])c2)c(C)c1	7	0.0	11	-0.8
O=C(NC1CCCC1)c1ccc([N+](=O)[O-])cc1	0	0.0	-7	0.4
N/C(=N/O)c1nc(N2CCCCC2)nc(N2CCCCC2)n1	-4	0.1	12	0.0
COc1cc(C2C3=C(COC3=O)Nc3c2c(=O)n(C)c(=O)n3C)cc(OC)c1OC (stereo not drawn)	-5	0.6	14	-1.2
Cc1ccc(C2=N/C(=C\c3cccnc3)C(=O)O2)cc1	-1	0.0	13	0.3
COC(=O)CSc1nc2sc3c(c2c(=O)n1Cc1ccccc1)CC(C)(C)OC3	8	0.0	1	0.6
COc1cccc(C2CC(c3cccc(F)c3)n3nnnc3N2)c1 (stereo not drawn)	-3	-0.1	-1	-0.2
COc1ccccc1-n1c(CNC(=O)c2cccc(F)c2)nnc1SCC(=O)N1N=C(c2cccs2)CC1c1ccc(F)cc1 (stereo not drawn)	20	0.0	-2	1.0
Cc1occc1C(=O)NNC(=S)Nc1cccc([N+](=O)[O-])c1	-35	0.5	12	-1.3
Cn1ncc2c(Nc3ccc(F)c(Cl)c3)ncnc21	7	0.0	5	0.5
COC(=O)CCC(=O)OC1(C)C(=O)C2=COC(c3ccc(OC)cc3)=CC2=C(Br)C1=O (stereo not drawn)	.	-0.1	-18	-0.1
CCn1c2c(c(=O)[nH]c1=O)C(c1ccsc1)C1=C(N2)c2ccccc2C1=O (stereo not drawn)	6	0.0	22	-0.1
CC(=O)c1cccc(NC(=O)c2cnn3c(C(F)(F)F)cc(-c4ccco4)nc23)c1	4	-0.1	-9	5.1*
O=C(c1ccc(Cl)cc1[N+](=O)[O-])N1CCc2ccccc21	11	0.3	19	-0.6
O=S(=O)(c1cccc(Cl)c1Cl)N1CCOCC1	4	-0.1	15	-0.3
NC(=O)Cn1c(=O)n(-c2ccc(Cl)cc2)c(=O)c2c3c(sc21)CCC3	4	-0.1	13	1.0
O=C(NCCc1cccs1)c1cc(Cl)ccn1	-52	0.3	19	-1.4
CSc1nc(-c2ccc(Cl)cc2)cn1-c1ccc(C)cc1	-105	-0.1	0	2.9
CCN1CC=C2C(C#N)=C(N)C(C#N)(C#N)C(c3ccc(F)c(F)c3)C2C1 (stereo not drawn)	11	0.1	14	-0.8
COc1ccc(C)cc1Nc1nc2ccccc2n2c(C)nnc12	-8	0.3	-21	-0.2
O=C(NCC1Cc2cccc(-c3cncnc3)c2O1)c1cccc(-c2ccco2)c1 (stereo not drawn)	7	-0.1	0	-0.5
O=C(NCC(c1ccco1)N1CCc2ccccc21)c1ccc(Cl)cc1 (stereo not drawn)	-8	-0.1	1	1.2
COC(=O)Cn1ncc2c3sc(C)cc3n(Cc3ccc(F)cc3)c2c1=O	-3	-0.2	-3	1.9
COc1ccccc1/C=N/Nc1ccc(Cl)c(C(=O)O)c1	-42	-0.1	-8	-0.3
CC(C)n1nnnc1C(c1ccc(N(C)C)cc1)N1CCN(Cc2ccccc2)CC1 (stereo not drawn)	4	0.0	3	1.1
CC(=O)Nc1ccc(NC(=O)C(Cc2ccccc2)NC(=O)C2CCC(C)CC2)cc1 (stereo not drawn)	9	-0.1	-2	0.6
O=C(CNC(=S)N(Cc1cccs1)C1CCCCC1)NC1CCCC1	7	-0.1	2	6.2*
COc1ccc(NC(=O)COc2ccc(C(C)C)cc2)c(OC)c1	4	2.1*	-8	3.6
NS(=O)(=O)c1ccc(NC(=O)c2ccc([N+](=O)[O-])cc2)cc1	-3	-0.1	-8	-0.8

Bioassay records (PubChem)
